Screening results (PubChem BioAssay)
Tb MetRS inh – blocks T. brucei methionyl-tRNA synthetase activity. purified T. brucei MetRS, ATP depletion, Kinase-Glo luminescence. 0.4% of 360,000 active. inhibition, % at 11.9 µM. AID 624268;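 active = inhibition above a per-plate cutoff of the control wells' mean inhibition plus 3 SD, cut at about 5.5% in these data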;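 also: 0% = DMSO wells median and 100% = median of wells with control inhibitor compound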
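Dosing: 11.9 µM compound single dose, 0.9% DMSO; Assay system: purified T. brucei MetRS enzyme; Measured by: Kinase-Glo luciferase luminescence reporting remaining unconsumed ATP; Schedule: 15 min plus 2 h at 25 °C.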
DNMT1 block – blocks human DNA methyltransferase DNMT1; 0.83% of 360,000 active; P26358; DNMT1 molecular beacon, Hinp1I cleavage, fluorescence; inhibition (reported as % activation of signal), % at 10 µM; in the data active = inhibition above about 50%
LMPTP inh – blocks human LMPTP phosphatase. recombinant LMPTP-A, OMFP fluorogenic substrate, fluorescence intensity. inhibition, % at 20 µM. 0.22% of 360,000 active. AID 651560;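 active = compounds that cut the enzyme signal by at least half of the control window in the single-dose screen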;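 also: plate controls were DMSO wells with enzyme plus substrate for no effect and substrate without enzyme for full effect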
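Assay system: LMPTP-A enzyme. Input: 0.625 nM LMPTP-A final. Probe or stimulus: 400 µM OMFP. Compound dosing: single 20 µM dose. Schedule: 50 min dark incubation at room temperature. Detection: fluorescence intensity of OMFP turnover product. Read-out: percent inhibition versus substrate-only and uninhibited controls. Benchmarks: no-enzyme low control, uninhibited high control.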
E coli Lon inh – E. coli protease La inhibition | AID 602123 | inhibition, % at 7.94 µM | purified E. coli Lon protease, fluorescence polarization | P0A9M0 | 0.42% of 360,000 active; in the data active = inhibition above about 13%, passing the limit was not always enough;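 also: 0% = enzyme with probe and DMSO and 100% = no enzyme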
SUMO1-SIM PPI – alters human SUMO1 binding to SIM partners | SUMO1 binding to a labelled peptide, TR-FRET, 1 h | inhibition, % at 20 µM | 0.33% of 360,000 active | P63165; in the data active = inhibition above about 37%
Target sequence (P63165 whole entry, looked up): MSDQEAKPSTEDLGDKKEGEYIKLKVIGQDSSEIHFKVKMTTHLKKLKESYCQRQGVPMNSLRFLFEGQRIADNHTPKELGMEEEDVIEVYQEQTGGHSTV
Scp-1 inhibitor – Scp-1 (human) phosphatase inhibition; Recombinant Scp1, phosphopeptide, malachite green phosphate absorbance; 0.88% of 340,000 active; AID 493091; inhibition, % at 20 µM;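 active = inhibition above about 50% at 20 µM, limit read from the data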;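 also: plate controls were DMSO wells with enzyme for no effect and wells lacking enzyme for full effect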
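Times: enzyme reaction 45 min at room temperature, colour 5 min, stabilisation 30 min. Material: SCP-1 catalytic fragment, aa 76-261. Medium: Acidic Tris acetate buffer with magnesium and detergent. Signal: colorimetric free-phosphate detection, absorbance 630 nm. Read-out basis: % inhibition of SCP-1 phosphate liberation. Reagent: Phosphorylated 17-residue peptide substrate.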
CendR NRP1 mod – alters CendR peptide binding to human NRP-1; O14786; FAM-RPARPAR peptide binding to NRP-1, fluorescence polarization; inhibition, % at 25 µM; 0.85% of 360,000 active; AID 602438;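 active = inhibition or corrected inhibition above about 18%, plus a signal ratio from 0.5 to 1.5, limit read from the data, passing the limit was not always enough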; also: strong numbers were not always called active
Target sequence (O14786 whole entry, looked up): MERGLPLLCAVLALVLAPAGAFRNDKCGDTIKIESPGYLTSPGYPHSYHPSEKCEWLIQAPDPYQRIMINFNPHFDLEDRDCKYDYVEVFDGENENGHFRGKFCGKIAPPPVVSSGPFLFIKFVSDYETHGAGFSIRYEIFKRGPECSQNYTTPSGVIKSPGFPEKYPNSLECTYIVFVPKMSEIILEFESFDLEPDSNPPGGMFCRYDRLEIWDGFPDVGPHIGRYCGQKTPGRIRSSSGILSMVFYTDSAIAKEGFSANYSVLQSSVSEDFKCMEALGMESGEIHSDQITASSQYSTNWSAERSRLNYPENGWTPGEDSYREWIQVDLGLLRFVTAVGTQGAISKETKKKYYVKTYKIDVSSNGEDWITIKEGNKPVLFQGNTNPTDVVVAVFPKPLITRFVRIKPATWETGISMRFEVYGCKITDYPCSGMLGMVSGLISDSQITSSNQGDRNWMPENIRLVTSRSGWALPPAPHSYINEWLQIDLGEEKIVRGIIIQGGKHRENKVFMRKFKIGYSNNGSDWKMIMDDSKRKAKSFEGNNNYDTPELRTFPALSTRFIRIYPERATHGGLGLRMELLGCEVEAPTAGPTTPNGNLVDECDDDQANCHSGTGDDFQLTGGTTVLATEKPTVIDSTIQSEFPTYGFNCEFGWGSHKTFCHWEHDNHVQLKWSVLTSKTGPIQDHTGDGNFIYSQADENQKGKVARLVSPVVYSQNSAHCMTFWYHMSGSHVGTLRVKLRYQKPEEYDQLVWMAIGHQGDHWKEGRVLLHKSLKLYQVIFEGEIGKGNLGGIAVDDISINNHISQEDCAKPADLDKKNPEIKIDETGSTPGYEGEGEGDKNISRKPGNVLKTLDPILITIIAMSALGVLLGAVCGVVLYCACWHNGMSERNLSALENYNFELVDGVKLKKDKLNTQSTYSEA
bovine MsrA act – activators of bovine methionine sulfoxide reductase A. purified bovine MsrA, absorbance read-out. activation, % at 10.6 µM. 0.3% of 360,000 active; in the data active = activation above about 7.5%;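 also: 0% = vehicle and 100% = reference activator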
STEP inh – blocks human striatal-enriched tyrosine phosphatase | AID 588621 | P54829 | inhibition, % at 20 µM | recombinant STEP, OMFP fluorogenic substrate, fluorescence | 0.25% of 360,000 active;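 active = inhibition at 20 µM, scaled per plate between control wells, above about 37%, limit read from the data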;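 also: 0% = DMSO with enzyme and substrate and 100% = substrate only without enzyme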
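Assay system: isolated STEP enzyme. Buffer or medium: pH 6.0 Bis-Tris with DTT and Tween 20. Also added: fluorogenic phosphatase substrate OMFP at 25 µM final. Dosing: 20 µM, 1% DMSO. Timing: 20 min reaction, room temperature, in the dark. Measured by: fluorescence intensity, excitation 480 nm, emission 540 nm. Evaluation: normalized % inhibition.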
MsrA inh – bovine MsrA inhibition; purified bovine MsrA, absorbance read-out; inhibition, % at 15.5 µM; 0.75% of 360,000 active; AID 651718; in the data active = inhibition above about 4.5%;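 also: 0% = vehicle wells with enzyme and 100% = reference inhibitor wells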
Active calls of the source: *; . = no result given; & = joins results of further samples.

SMILES | Tb MetRS inh | DNMT1 block | LMPTP inh | E coli Lon inh | SUMO1-SIM PPI | Scp-1 inhibitor | CendR NRP1 mod | bovine MsrA act | STEP inh | MsrA inh
CSc1ccc(Cl)c(C(=O)OCC(=O)N2CCN(C(=O)c3ccco3)CC2)c1 | 0.3 | 1 | 1.7 | -8 | 5 | 6 | -1 | -2 | 2 | -0.3
O=C(N/N=C/c1cc(Cl)cc([N+](=O)[O-])c1O)c1cccc(S(=O)(=O)N2CCOCC2)c1 | -0.1 | -2 | 2.7 | -25 | -14 | -6 | -6 | -1 | 2 | 1.2
Cc1ccc2cc(CN(CC3CCCO3)C(=O)C(C)C)c(=O)[nH]c2c1 (stereo unspecified) | -0.1 | -3 | -2.7 | -15 | -4 | -13 | -13 | -3 | -7 | 2.0
CCOc1ccc(N2C(=O)CC(N(CCc3ccccc3)C(=O)/C=C/C(=O)O)C2=O)cc1 (stereo unspecified) | -1.1 | 1 | 1.2 | -2 | -1 | -5 | 6 | -8 | 0 | 0.0
Cn1c(=O)c2c(ncn2CC(=O)N2CCN(c3ccc(F)cc3)CC2)n(C)c1=O | -0.1 | 3 | 0.6 | -7 | 2 | -5 | 12 | -5 | -3 | -1.5
CCOC(=O)/C=C1\SCC(=O)N1Cc1nnc(-c2ccccc2Br)o1 | -1.3 | -6 | 0.7 | -21 | 9 | -14 | -49 | -4 | -4 | 0.0
COc1ccc(-c2nonc2NC(=O)c2oc3ccccc3c2C)cc1OC | -0.9 | 1 | 1.5 | 7 | -9 | 1 | 10 | -7 | -1 | -0.3
COCCNC(=O)Cn1cnc([N+](=O)[O-])n1 | -0.7 | 1 | 0.6 | -6 | -10 | 2 | 19 | -14 | -4 | 1.3
Brc1ccc(-c2ccc(/C=N/Nc3nc4ccccc4[nH]3)o2)cc1 | 11* | -12 | 2.2 | -47 | -4 | 1 | -10 | -5 | 5 | 3.0
COc1ccc(C(=O)Nc2nc(CC(=O)NCCc3ccccc3)cs2)cc1 | -0.6 | -6 | -1.7 | -3 | 5 | 1 | 0 | -4 | -1 | -0.7
Cc1ccc(C(OC(=O)c2ccco2)C(=O)NC2CCCC2)cc1 (stereo unspecified) | -0.6 | 3 | 0.2 | -4 | 4 | -5 | 12 | -3 | -4 | 0.2
CCOc1cc(/C=N/NS(=O)(=O)c2ccc(OC)cc2)ccc1OCCN1CCOCC1 | -0.1 | 5 | -1.9 | -3 | -1 | -5 | -1 | 0 | -1 | 0.8
CC1(C)CC(=O)C=C(C(=O)NC2CCCc3c2cnn3-c2cc(F)cc(F)c2)O1 (stereo unspecified) | -0.7 | 1 | -2.9 | 2 | -2 | -4 | -9 | -8 | -1 | -0.2
NS(=O)(=O)Cc1noc2ccccc12 | -0.3&-1.2 | -1&2 | -1.1&-1.1 | -8&-4 | -2&-3 | -1&-6 | -3&-5 | -2&-9 | 5&-1 | 1.8&-1.4
CCN(CC)CCn1c(NC(=O)c2ccc(C(F)(F)F)cc2)nc2ccccc21 | -0.3 | 6 | -2.2 | -11 | 27 | -5 | -2 | -4 | -2 | -0.3
CCOC(=O)C1CCN(C(=O)C2(NC(=O)Nc3cccc(F)c3)CCCCC2)CC1 | 0.3 | 4 | 0.7 | -4 | 2 | -1 | 12 | -1 | 0 | 1.8
CC(C)(C)c1cc[n+](C2=C([O-])c3ccccc3C(=O)/C2=N\S(=O)(=O)c2cccs2)cc1 | 0.4 | -3 | 1.7 | -5 | -15 | -3 | 31* | 2 | 0 | 1.9
COc1cc(Cl)c(CNC[C@H]2O[C@@H](n3cnc4c(=O)[nH]c(N)nc43)[C@H](O)[C@@H]2O)c(Cl)c1O | -0.1 | 1 | -1.1 | -6 | 3 | . | -6 | 0 | -1 | -1.2
COc1c(C(=O)Nc2nccs2)ccc2ccccc12 | -0.3 | 1 | -1.1 | -3 | -15 | -7 | -2 | -3 | 2 | 0.8
COC(=O)C1=C(C)Nc2nnnn2C1c1ccc(Cl)cc1Cl (stereo unspecified) | 0.5 | -1 | -1.5 | -4 | 7 | -9 | 8 | 0 | 7 | 0.0
CN(C(=O)CSc1nnc(Cc2cccc3ccccc23)n1N)C1CCS(=O)(=O)C1 (stereo unspecified) | 0.1 | -1 | 0.7 | 0 | -2 | -1 | -12 | 1 | -2 | 0.8
CSc1ccccc1C(=O)Nc1cc(C)cc(C)c1 | -0.8 | -4 | -0.1 | -3 | -1 | -3 | -4 | -13 | 1 | -0.5
O=C(O)Cc1ccc(N=Cc2c(O)ccc3ccccc23)cc1 | -0.8 | -7 | -1.9 | -27 | -10 | -5 | -114 | -3 | 2 | 2.0
CC(C)(C)OC(=O)N1CCC(C(=O)Nc2cccc(C(=O)N3CCCCC3)c2)CC1 | -1.1 | -3 | -1.4 | -3 | 5 | -8 | 2 | -1 | 0 | -1.0
COc1ccc(CNc2nc(-c3ccccc3)nc3ccccc23)cc1OC | -0.1 | -6 | 63* | -6 | 3 | -6 | -3 | 0 | -1 | 2.8
COc1cccc(CNC(=O)C2CCN(S(=O)(=O)c3ccc(F)cc3)CC2)c1 | -0.8 | 0 | -0.5 | 11 | -2 | -2 | -2 | 3 | 3 | 0.3
COc1ccc(OC)c(-c2csc(NC(=O)COC(=O)C3CC3)n2)c1 | -0.3 | -4 | 0.9 | -3 | 1 | -2 | -4 | -1 | -1 | -0.5
CN1C(=O)c2ccc(NC(=O)c3c(F)c(F)c(F)c(F)c3F)cc2C1=O | 0.3 | 0 | 1.2 | -4 | -23 | -1 | 12 | -1 | 0 | 2.4
CCOCCn1c(SCCCc2ccccc2)nc2c1c(=O)[nH]c(=O)n2C | -1.7 | 1 | 0.0 | -9 | 7 | -1 | -4 | -14 | -3 | -0.2
O=S1(=O)CC(N2CCN(CCO)CC2)CN1Cc1ccc(F)cc1 (stereo unspecified) | -1.4 | 14 | 10 | -1 | 16 | . | 7 | -7 | 13 | -0.3
Cc1ccc(C)c(-c2nnc(NC(=O)Cc3ccc(F)cc3)o2)c1 | 0.4 | 0 | -1.2 | -15 | 2 | -5 | 12 | 1 | -1 | .
Cc1nnc(SCC(=O)Nc2cc(-c3cc(C)c(C)cc3C)nn2-c2ccccc2)s1 | -0.5 | -5 | 0.8 | -1 | 0 | -6 | -6 | -1 | 3 | 0.8
CCOc1ccc(OCC(=O)NCCS(=O)(=O)N2CCN(c3ccccc3)CC2)cc1 | -0.4 | 5 | -1.8 | -4 | -1 | . | -19 | 0 | -2 | 1.0
CCCCCn1cnc2c(sc3nc4c(cc32)CSC(C)(C)C4)c1=O | -0.8 | 5 | 2.8 | 4 | 2 | -5 | -21 | -5 | 3 | 0.3
Cc1nnc(Nc2ccccc2F)s1 | -0.4 | -1 | -0.5 | 5 | -5 | 1 | 1 | -3 | 1 | -1.2
O=[N+]([O-])c1ccccc1/C=N\Nc1nccs1 | 1.5 | -1 | 1.4 | -8 | -17 | -5 | 6 | -3 | -4 | 2.7
CC1CCC(O)(C(C(=O)O)c2ccccc2)CC1 (stereo unspecified) | -0.2 | 3 | -2.6 | -14 | 0 | -10 | 13 | -2 | 0 | -0.8
CC1(C)CC(C2N3CC4(C)CN2CC(C)(C3)C4=O)CCO1 (stereo unspecified) | -0.2 | 3 | -0.8 | 4 | 1 | -3 | -1 | 5 | -1 | -0.5
C[C@H]1CN([C@@H](C)CO)C(=O)c2cc(NC(=O)C3CCCCC3)ccc2O[C@H]1CN(C)Cc1ccc(-c2ccccc2)cc1 | -0.2 | -21 | 0.5 | 3 | 1 | -1 | -11 | -1 | -2 | 0.0
O=C(COC(=O)C1CCN(C(=O)Nc2ccccc2)CC1)NCC(F)(F)F | 0.4 | 0 | 0.1 | -4 | 1 | -5 | 5 | 0 | -1 | -0.8

Given in CSV form: part of the list above.
compound,Tb MetRS inh,DNMT1 block,LMPTP inh,E coli Lon inh,SUMO1-SIM PPI,Scp-1 inhibitor,CendR NRP1 mod,bovine MsrA act,STEP inh,MsrA inh
CCOc1ccc(OCC(=O)NCCS(=O)(=O)N2CCN(c3ccccc3)CC2)cc1,-0.4,5,-1.8,-4,-1,.,-19,0,-2,1.0
CCCCCn1cnc2c(sc3nc4c(cc32)CSC(C)(C)C4)c1=O,-0.8,5,2.8,4,2,-5,-21,-5,3,0.3
Cc1nnc(Nc2ccccc2F)s1,-0.4,-1,-0.5,5,-5,1,1,-3,1,-1.2
O=[N+]([O-])c1ccccc1/C=N\Nc1nccs1,1.5,-1,1.4,-8,-17,-5,6,-3,-4,2.7
CC1CCC(O)(C(C(=O)O)c2ccccc2)CC1 (stereo unspecified),-0.2,3,-2.6,-14,0,-10,13,-2,0,-0.8
CC1(C)CC(C2N3CC4(C)CN2CC(C)(C3)C4=O)CCO1 (stereo unspecified),-0.2,3,-0.8,4,1,-3,-1,5,-1,-0.5
C[C@H]1CN([C@@H](C)CO)C(=O)c2cc(NC(=O)C3CCCCC3)ccc2O[C@H]1CN(C)Cc1ccc(-c2ccccc2)cc1,-0.2,-21,0.5,3,1,-1,-11,-1,-2,0.0
O=C(COC(=O)C1CCN(C(=O)Nc2ccccc2)CC1)NCC(F)(F)F,0.4,0,0.1,-4,1,-5,5,0,-1,-0.8

Other records:
SMILES | Tb MetRS inh | DNMT1 block | LMPTP inh | E coli Lon inh | SUMO1-SIM PPI | Scp-1 inhibitor | CendR NRP1 mod | bovine MsrA act | STEP inh | MsrA inh
O=C(Nc1nc2ccccc2[nH]1)c1cc2ccccc2o1 | 0.2 | -7 | -0.2 | 1 | 3 | -2 | -16 | -3 | 4 | 3.7
COc1ccccc1CN1CCCC(C(=O)N(C)Cc2ccccc2)C1 (stereo unspecified) | -1.4 | 0 | -2.6 | 0 | 0 | 0 | -12 | -4 | -5 | -0.4
C/C(=N\N=C\c1ccccc1F)c1nnn(-c2nonc2N)c1C | 0.0 | -4 | -1.6 | -4 | -3 | -10 | -2 | 0 | 2 | -1.6
COC(=O)c1sccc1NC(=O)Cc1ccc(OC)cc1 | -0.2 | 92* | 1.3 | -2 | 1 | -7 | 2 | -3 | 2 | -1.3
O=S(=O)(NCCC1=CCCCC1)c1ccccc1Br | -0.5 | -1 | 0.3 | -10 | -1 | 2 | 8 | -9 | 0 | 0.7
O=C(NC1CCCCCC1)c1ccco1 | -0.6 | 2 | -1.4 | 13 | 4 | -7 | 1 | -7 | 2 | 0.5

Outcome played no part in choosing rows; overall some 4.3% were active at least once.
